# APOBEC3A inh = human APOBEC3A DNA deaminase inhibition; recombinant A3A, FAM/TAMRA ssDNA deamination fluorescence; P31941; inhibition, % at 20 µM; actives 0.41% (n = 330,000); AID 493011;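 active means at least 40% inhibition at 20 µM here, with at most 30% in a related deaminase screen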;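 further: plate controls were A3A with DMSO for no effect and wells lacking A3A enzyme for full effect; some results filed as inactive read as strong as hits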
# Target sequence (P31941 whole entry, looked up): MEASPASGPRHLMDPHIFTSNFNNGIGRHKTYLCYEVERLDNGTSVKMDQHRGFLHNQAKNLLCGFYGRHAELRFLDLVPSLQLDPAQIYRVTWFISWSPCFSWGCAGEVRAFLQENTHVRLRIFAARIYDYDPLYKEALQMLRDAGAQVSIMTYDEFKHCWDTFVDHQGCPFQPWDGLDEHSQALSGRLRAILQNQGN
# A3G deaminase = blocks human APOBEC3G single-stranded DNA deamination; inhibition, % at 20 µM; AID 493012; recombinant A3G, ssDNA deamination FAM/TAMRA fluorescence; actives 0.28% (n = 330,000); Q9HC16;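 active means inhibition of at least 40% at 20 µM, with no more than 30% in the related APOBEC3A deaminase screen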;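 further: plate controls were DMSO wells with A3G for no effect and wells lacking A3G enzyme for full effect; some compounds called inactive have numbers as strong as hits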
# Target sequence (Q9HC16 whole entry, looked up): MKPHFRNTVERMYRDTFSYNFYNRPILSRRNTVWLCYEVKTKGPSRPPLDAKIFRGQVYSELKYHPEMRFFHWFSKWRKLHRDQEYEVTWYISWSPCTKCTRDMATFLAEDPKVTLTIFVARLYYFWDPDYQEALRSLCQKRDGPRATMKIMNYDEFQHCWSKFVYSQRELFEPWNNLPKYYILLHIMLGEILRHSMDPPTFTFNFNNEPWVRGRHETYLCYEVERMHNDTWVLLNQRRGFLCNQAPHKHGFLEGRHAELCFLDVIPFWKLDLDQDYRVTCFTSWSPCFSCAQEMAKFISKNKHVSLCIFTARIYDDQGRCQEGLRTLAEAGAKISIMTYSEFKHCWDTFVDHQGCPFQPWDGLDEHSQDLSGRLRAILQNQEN
# Active calls of the source: *. These rows are one share of the data. The share of hits here may be higher or lower than overall.
SMILES,APOBEC3A inh,A3G deaminase
CCN1CCN(c2nc(-c3ccncc3)nc3ccccc23)CC1,-5.6,-8.9
CC(C)Cn1c(N)c(-c2nc(C(C)C)c(C(=O)c3ccccc3F)s2)c(=O)n(C)c1=O,-0.9,-9.2
Cn1c2ccccc2c(=O)c2c(=O)n(Cc3ccco3)c(-c3ccc(Cl)cc3Cl)nc21,7.3,10.7
O=C(Nc1ccccc1)N1CCN(C(=O)Nc2ccccc2)CC1,-1.2,-5.0
O=C(CCCn1c(=O)oc2ccccc21)NC1CCCCCC1,16.7,-2.6
COCCn1c(SCC(=O)Nc2ncc(C)s2)nc2sc3c(c2c1=O)CCC3,6.4,0.5
C#CCOCCOCCOCCNc1nc(N2CCN(C(=O)[C@H](CCCCN)n3cc([C@@H](N)CO)nn3)CC2)nc(N2CCN(C(=O)[C@H](Cc3cc4ccccc4[nH]3)n3cc([C@@H](N)Cc4ccc(O)cc4)nn3)CC2)n1,2.9,2.0
COc1cccc(C2C3=C(CCCC3=O)NC3=C2C(=O)c2ccccc23)c1 (stereo not drawn),-3.2,0.1
O=C(/C=C/c1ccccc1)NC1CCCc2ccccc21 (stereo not drawn),-1.6,-1.5
O=C(Nc1cc(N2CCOCC2)ncn1)NC1(C(F)(F)F)Oc2ccc(Cl)cc2O1 (stereo not drawn),-0.2,4.8
COc1ccc(N(C)S(=O)(=O)c2cccc(C(=O)Nc3ccc(OC)nc3)c2)cc1,-2.9,-6.8
O=C1/C(=C/c2ccc([N+](=O)[O-])cc2)CCc2ccccc21,-2.5,-4.6
Cn1c(=O)c(C(=S)NC(=O)C2CC2)c(N)n(Cc2ccccc2)c1=O,-2.8,-2.2
COC/C=C/C1=CC2=CC(=O)C(C)(OC(=O)CCC(=O)OC)C(=O)C2=CO1 (stereo not drawn),26.6,0.9
CCCCC1=CC2=C(c3ccco3)C(=O)C(C)(OC(=O)c3ccc(OC)cc3)C(=O)C2=CN1C1CCCC1 (stereo not drawn),-3.7,-4.8
O=C(OCC1O[C@@H](OC(=O)c2cc(O)c(O)c(O)c2)[C@@H](OC(=O)c2cc(O)c(O)c(O)c2)[C@@H](OC(=O)c2cc(O)c(O)c(O)c2)[C@@H]1OC(=O)c1cc(O)c(O)c(O)c1)c1cc(O)c(O)c(O)c1 (stereo partly drawn),9.3,8.6
COCCCNC(=O)c1cc2c(=O)n3cc(C)ccc3nc2nc1NCC1CCCO1 (stereo not drawn),6.6,4.5
COC(=O)CCCC[C@H]1SC[C@H]2NC(=O)N[C@]21O,-5.5,-8.9
C(=C\c1ccccc1)/C=N/Nc1nncc(-c2ccccc2)n1,2.6,-5.3
CC(C)(C#N)c1cc(Cn2cncn2)cc(C(C)(C)C#N)c1,4.4,-2.4
O=C1/C(=C\c2ccco2)SC(=S)N1C1CCCCC1,-2.0,-6.1
CCN(CC)C(=O)CSc1nnc(COc2cccc(C)c2)n1C,-1.6,-6.3
O=C(c1ccc2c(c1)OCO2)N1CCC2(CC1)Oc1ccc(Cl)cc1C(=O)C21CC(c2ccc(Cl)cc2)=NO1 (stereo not drawn),-5.0,-9.9
Cc1[nH]c2ccccc2c1C(=O)CSc1nc2ccccc2c(=O)n1-c1ccccc1F,-0.9,-8.7
Cc1ccc2nc(NC3=NC(CC(=O)O)C(=O)N3)nc(C)c2c1 (stereo not drawn),8.8,-1.8
# (listing goes on)
SMILES,APOBEC3A inh,A3G deaminase
Cc1cc(=O)n2[nH]c(-c3cccnc3)nc2n1,5.4,-0.1
Cn1c(=O)c2ncn(CC(=O)N=Nc3c(O)[nH]c4ccccc34)c2n(C)c1=O,4.3,-4.0
Cc1cc(C)n2nc(SCc3cc(=O)oc4cc(O)ccc34)nc2n1,6.0,5.0
O=C(N1CCNCC1)N1CCOCC1,-2.4,-2.8
COc1ccc(-c2nn(CC(=O)N3CCCCC3)c(=O)c3ccccc23)cc1,-8.5,-9.3
COc1ccc(C)c2sc(NNC(=O)COc3ccccc3)nc12,1.9,-0.5
Cc1ccc2cc(C#N)c(SCC(=O)Nc3ccc4sc(C)nc4c3)nc2c1,8.1,-3.1
Brc1ccccc1OCCCCCN1CCCC1,2.0,-2.2
Cc1[nH]n(-c2ccccc2)c(=O)c1C=NCc1ccco1,1.6,14.3
CCCC1Cc2c(sc(NC(=S)NC(=O)c3ccccc3)c2C#N)CO1 (stereo not drawn),3.6,4.5
Cn1c(=O)c(C=Nc2ccccc2)c(O)c2ccccc21,-2.5,-3.6
CCn1cc(C(=O)N2CCc3ccccc3C2)c(=O)c2cc(S(=O)(=O)N3CCCCC3)ccc21,-2.2,-2.7
CCOc1ccc(-n2c(SCC(=O)Nc3ccccc3CC)nc3n[nH]c(C)c3c2=N)cc1,1.4,-2.4
COc1ccc(NS(=O)(=O)c2ccc(N3CCCC3)c(NC(=S)Nc3cccc(S(=O)(=O)N(C)C)c3)c2)cc1,0.5,22.0
COc1ccc2c(c1)[C@H]1[C@H](CO2)[C@H](c2ccccc2)[C@]2(C)C(=O)N[C@@H](C)C(=O)N12,0.2,-3.3
COc1cccc(-c2ccc(SCC(=O)N3CCc4ccccc43)nn2)c1,-1.3,-2.7
OC(COc1ccc(-c2ccccc2)cc1)CN1CCOCC1 (stereo not drawn),0.4,-4.9
Cc1ccc(-c2csc3nc4c5ccccc5c(NCCCN5CCOCC5)nn4c(=O)c23)cc1,-0.3,-1.5
CCSc1nc2sc3c(c2c2nnc(SCC(=O)NCc4ccco4)n12)CCCC3,14.3,8.0
COc1ccc(-c2cccc(C3CC=CC4C3C(=O)N(Cc3ccccc3)C4c3cc(C)ccc3F)c2)cc1 (stereo not drawn),-1.8,-8.6
COC(=O)c1cc(NC(=O)c2cccc(Cl)c2)c(=O)oc1/C=C/Nc1cc(C)cc(C)c1,-3.7,-5.6
Cc1ccc(CC(=O)NCc2cccnc2)cc1,-2.8,-10.8
COc1cc(/C=N/O)ccc1OCc1ccc(Cl)cc1,-3.1,-6.6
CCOC(=O)C1(CCCCCCOc2ccc(Cl)cc2)CO1 (stereo not drawn),-2.7,-7.7
CCC[C@H]1COCCS(=O)(=O)N1Cc1ccc(Br)cc1,-0.4,-8.0

# 3 entries from above, with values ahead of the structure.
APOBEC3A inh,A3G deaminase,molecule
-2.5,-3.6,Cn1c(=O)c(C=Nc2ccccc2)c(O)c2ccccc21
-0.4,-8.0,CCC[C@H]1COCCS(=O)(=O)N1Cc1ccc(Br)cc1
5.4,-0.1,Cc1cc(=O)n2[nH]c(-c3cccnc3)nc2n1

# Continued.
SMILES,APOBEC3A inh,A3G deaminase
COc1cccc(C(=O)OCCN(C)C(C)(C)C)c1,1.5,-3.9
COC(=O)C/C=C/[C@@H](C)[C@@H](/C=N/OC[C@@H](C)[C@H](OCc1ccccc1)C(C)C)NS(=O)(=O)c1ccc(C)cc1,0.0,-5.2
CN1C(=O)CC[C@H]1c1cccnc1,2.2,-3.0
Nc1c(C(=O)c2ccccc2O)cnn1-c1ccc(S(=O)(=O)N2CCOCC2)cc1[N+](=O)[O-],1.1,-3.9
COCCNC(=O)Cn1c(=O)n(CCCCCC(=O)NCc2ccc3c(c2)OCO3)c(=O)c2sccc21,1.0,-1.8
Cc1cc(C)nc(N2CCCC(C(=O)Nc3nnc(C(C)C)s3)C2)n1 (stereo not drawn),-1.4,-1.3
Cc1cccc(/C=C/C(=O)c2ccc(N3CCOCC3)cc2)c1,6.0,1.2
CCOc1ccc(C2C(C(=O)c3ccco3)=C(O)C(=O)N2CCN(C)C)cc1 (stereo not drawn),-2.0,-1.8
CCN(C(=O)COC(=O)c1cccc(NS(=O)(=O)c2ccc(F)c(F)c2)c1)C1CCS(=O)(=O)C1 (stereo not drawn),4.1,-0.9
Cc1c(Cl)cccc1NC(=O)CSc1nc2c(c(=O)[nH]1)CCCC2,-6.4,-2.4
COc1ccc(N2CCN(C(=O)c3ccc4c(c3)NC(=O)C(CSCc3cccc(F)c3)N4)CC2)cc1 (stereo not drawn),-20.3,2.2
O=C(Cc1cccc2ccccc12)N/N=C/c1ccc(Sc2cccc3cccnc23)o1,-14.9,-3.0
COc1ccc(C2CC(=O)c3cnc(N4CCc5ccccc54)nc3C2)c(OC)c1 (stereo not drawn),2.5,-2.2
COC(=O)/C=C/C(=O)N1CCN(c2cccc(Cl)c2)CC1,-3.2,7.1
COc1cc(/C=C2\C(=O)NN(c3ccccc3)C2=O)ccc1OCC(N)=O,-2.0,-1.2
COc1ccc(-n2cnnc2SC(C)c2nc3sc(C)c(C)c3c(=O)[nH]2)cc1 (stereo not drawn),-2.5,-6.8
CCCn1c(SCC(=O)N2CCc3ccccc32)nnc1-c1ccncc1,-1.7,-3.1
O=C(Cn1c(=S)[nH]c2ncccc2c1=O)NCCc1ccccc1,1.5,-12.5
CCn1c(SCC(=O)Nc2ccc(-c3nc4ccc(C)cc4s3)cc2)nnc1-c1ccccc1,5.5,-1.3
Cc1ccc(Nc2nc(-c3sc(NC(=O)c4ccc([N+](=O)[O-])cc4)nc3C)cs2)cc1,-1.0,-0.9
O=C(NCc1ccc[n+](CCCCS(=O)(=O)[O-])c1)c1ccc(OC(F)F)cc1,7.2,-6.6
O=C1CCC(C(=O)O)(c2ccccc2)C1 (stereo not drawn),-2.0,-5.2
CC(=O)C1=NN(c2ccccc2)C(c2cccs2)N1c1ccccc1 (stereo not drawn),-3.7,-2.3
CCOC(=O)C1=C(C)N=c2s/c(=C/c3cccc(OCC(=O)O)c3)c(=O)n2C1c1ccc(F)cc1 (stereo not drawn),1.0,-5.0
COc1ccccc1CCNC(=O)c1cc(-c2ccccn2)nc2ccc(Br)cc12,-2.4,-9.4
# Next entries follow:
SMILES,APOBEC3A inh,A3G deaminase
Cn1c(N)c(C(=O)COC(=O)c2cc(C(F)(F)F)nc3ccccc23)c(=O)n(C)c1=O,-6.7,-6.2
CCOC(=O)c1nn(-c2ccc(Cl)cc2Cl)c(=N)c(C#N)c1C,-7.8,-18.0
Cc1ncc(CO)c(/C=N/NC(=O)c2ccc(Br)cc2)c1O,-0.2,-1.4
COc1cc(CC(=O)N/N=C/c2ccccc2)c([N+](=O)[O-])cc1OC,-2.3,-7.5
CCOCC(=O)Nc1cc(C(=O)NCCC(C)C)ccc1Cl,-4.7,-8.2
CCCCCCCCCC(=O)Nc1cccnc1,-0.7,-8.7
CN(C)c1ccc2c3c(cccc13)C(=O)N(c1ccccc1)C2=O,-3.3,-19.6
CCc1cc2c(C)cc(=O)oc2cc1Oc1ncccc1[N+](=O)[O-],-4.3,-8.8
Cc1cc(NC(=O)CCN2C(=O)/C(=C/c3ccccc3F)SC2=S)no1,2.6,-11.8
C=CCN1C=C2C(=O)C(C)(OC(=O)c3ccco3)C(=O)C(C=C)=C2C=C1C1CC1 (stereo not drawn),-1.3,-3.0
COc1cccc(CNC(=O)CSc2ccc(-c3ccncc3)nn2)c1,3.6,-1.7
Cc1ccc(CN2C(=O)/C(=C\c3ccc(C(=O)NCc4cccnc4)cc3)Oc3ccccc32)cc1,0.2,-4.0
COCCOC(=O)C1=C(C)NC(=O)NC1c1c(Cl)nc2c(C)cccn2c1=O (stereo not drawn),5.9,-0.9
O=C1NC(Cc2ccccc2)c2nc3ccccc3c(=O)n2-c2ccc(Cl)cc21 (stereo not drawn),-4.9,-7.8
O=C(N/N=C\c1ccco1)c1cncc(Br)c1,-1.2,-5.3
CC(C)Cn1c(N)c(C(=O)COC(=O)c2cc(C(F)(F)F)nc3c(C(F)(F)F)cccc23)c(=O)n(C)c1=O,-9.3,-8.2
CCCC(=O)Nc1c(-c2cccs2)c(=O)c2ccccc2n1CC,1.7,-2.5
O=C1C2C3C=CC(CO)(O3)C2C(=O)N1c1ccc(-c2ccccc2)cc1 (stereo not drawn),-5.2,8.3
Cc1nccn1CC(=O)N/N=C/c1ccc(O)c(O)c1,5.6,6.0
Cc1cc(/C=N/Nc2nc(N)ncc2[N+](=O)[O-])c(C)n1-c1ccccc1F,-0.7,-5.1
Cc1ccc(C(=O)NC2CC3CCCC(C2)N3C(=O)NC2CCCCC2)cc1 (stereo not drawn),-0.8,-5.0
CC1=NN(c2ccccc2)C(=O)/C1=C/c1c(C)[nH]n(-c2ccc(C)cc2)c1=O,2.2,4.6
c1cncc(CSc2nnc(-c3cccnc3)n2Cc2ccco2)c1,-0.7,-2.4
CC(=O)O[C@H]1CC[C@]2(C)[C@H]3CC=C4[C@@H]5[C@@H](C)[C@H](C)CC[C@]5(C(=O)O)CC[C@@]4(C)[C@]3(C)CC[C@H]2C1(C)C,-0.5,18.6
Cc1sc2nc(C(C)Sc3n[nH]c(N)n3)[nH]c(=O)c2c1C (stereo not drawn),3.7,-8.9
# (listing goes on)
SMILES,APOBEC3A inh,A3G deaminase
S=c1nc(C23CC4CC(CC(C4)C2)C3)nc2sccn12,2.1,-6.2
C=CCN1C(=Nc2cccnc2)SCC1(O)c1ccc(C)cc1 (stereo not drawn),-8.0,-7.2
O=C1CC(NCCC2=CCCCC2)C(=O)N1c1cccc(Cl)c1Cl (stereo not drawn),0.5,14.6
NC(N)=Nc1cc2ccccc2c2ccccc12,0.7,-5.3
CC(=O)N(CC(C)(C)CC=C(C)C)c1ccccc1,0.3,-2.8
COC(=O)C1=C(C)OC(N)=C(C#N)C1c1cc2cccc(C)c2nc1Cl (stereo not drawn),-2.0,-7.1
Cc1c(C(=O)NCCCN2CCOCC2)sc2nc(-c3ccccc3)cn12,-3.2,-5.1
CCN(CC)c1ccc(/C=C2/C(=O)N(c3ccc([N+](=O)[O-])cc3)N=C2N2CCOCC2)cc1,-5.8,-6.4

# Gathered by group, those above containing a CF3 group
SMILES,APOBEC3A inh,A3G deaminase
O=C(Nc1cc(N2CCOCC2)ncn1)NC1(C(F)(F)F)Oc2ccc(Cl)cc2O1 (stereo not drawn),-0.2,4.8
Cn1c(N)c(C(=O)COC(=O)c2cc(C(F)(F)F)nc3ccccc23)c(=O)n(C)c1=O,-6.7,-6.2
CC(C)Cn1c(N)c(C(=O)COC(=O)c2cc(C(F)(F)F)nc3c(C(F)(F)F)cccc23)c(=O)n(C)c1=O,-9.3,-8.2
